PG9 Ab binder: binds the HIV-1 gp120 antibody PG9; TR-FRET gp120-PG9 antibody binding; inhibition, % at 6.7 µM; actives 0.43% (n = 360,000); AID 624416; in the data active = inhibition above about 8.5%
MBD2 inh: blocks human MBD2 binding to methylated DNA. inhibition, % at 4.4 µM. AID 686964. TR-FRET, MBD2 binding to methylated oligonucleotide. actives 0.31% (n = 370,000); in the data active = inhibition above about 13%
HTRA1 inhibitor: inhibitors of human serine peptidase HTRA1; Q92743; recombinant HTRA1, FP-rhodamine activity-based probe, fluorescence polarization; inhibition, % at 5.96 µM; actives 0.5% (n = 340,000); AID 504803; in the data active = inhibition above about 36%;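 also: 0% = enzyme with DMSO and 100% = wells lacking enzyme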
PRMT1 FP inh: inhibitors of human PRMT1 | Q99873 | recombinant PRMT1, activity-based probe fluorescence polarization | inhibition, % at 2.79 µM | actives 1.3% (n = 370,000);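 active = inhibition above about 21% made by adding two undisclosed values, limit read from the data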
ABHD4 inh: inhibitors of mouse ABHD4. Q8VD66. purified mABHD4, FP-Rh probe fluorescence polarization. inhibition, % at 8.92 µM. actives 0.54% (n = 370,000). AID 720543;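 active = inhibition exceeding the mean over every tested compound plus 3 SD, cut at about 30% in these data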;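 also: 0% = plate median of compound wells and 100% = S159A mutant with DMSO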
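Test system: mABHD4 protein; Read-out basis: % inhibition; Incubation: 45 min + 60 min at 25 °C; Repeats: single replicate; Technique: fluorescence polarization with parallel and perpendicular emission, 525/598 nm; Compound: 8.92 µM, single dose; Benchmarks: full inhibition S159A mutant plus DMSO, zero as sample-well median.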
TCR-CD3 inh: blocks the human TCR-CD3 interaction; actives 0.37% (n = 360,000); TAMRA-labeled TCR probe fluorescence, biochemical; inhibition, % at 9.4 µM; in the data active = inhibition above about 19%;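 also: recombinant mutant TCR 2C K166C tagged with TAMRA read by polarization; 0% = receptor in buffer alone and 100% = receptor with positive control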
UHRF1 MBD2 ctr: UHRF1 methyl-DNA binding inhibition; Q96T88; UHRF1 binding to methylated oligo, TR-FRET; inhibition, % at 4.4 µM; actives 0.75% (n = 370,000); AID 687016; in the data active = inhibition above about 21%;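 also: UHRF1 SRA domain binding a hemimethylated CpG hairpin DNA probe; 0% = median of test compound wells and 100% = reference inhibitor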
Target sequence (Q96T88 whole entry, looked up, the tested form may be a part): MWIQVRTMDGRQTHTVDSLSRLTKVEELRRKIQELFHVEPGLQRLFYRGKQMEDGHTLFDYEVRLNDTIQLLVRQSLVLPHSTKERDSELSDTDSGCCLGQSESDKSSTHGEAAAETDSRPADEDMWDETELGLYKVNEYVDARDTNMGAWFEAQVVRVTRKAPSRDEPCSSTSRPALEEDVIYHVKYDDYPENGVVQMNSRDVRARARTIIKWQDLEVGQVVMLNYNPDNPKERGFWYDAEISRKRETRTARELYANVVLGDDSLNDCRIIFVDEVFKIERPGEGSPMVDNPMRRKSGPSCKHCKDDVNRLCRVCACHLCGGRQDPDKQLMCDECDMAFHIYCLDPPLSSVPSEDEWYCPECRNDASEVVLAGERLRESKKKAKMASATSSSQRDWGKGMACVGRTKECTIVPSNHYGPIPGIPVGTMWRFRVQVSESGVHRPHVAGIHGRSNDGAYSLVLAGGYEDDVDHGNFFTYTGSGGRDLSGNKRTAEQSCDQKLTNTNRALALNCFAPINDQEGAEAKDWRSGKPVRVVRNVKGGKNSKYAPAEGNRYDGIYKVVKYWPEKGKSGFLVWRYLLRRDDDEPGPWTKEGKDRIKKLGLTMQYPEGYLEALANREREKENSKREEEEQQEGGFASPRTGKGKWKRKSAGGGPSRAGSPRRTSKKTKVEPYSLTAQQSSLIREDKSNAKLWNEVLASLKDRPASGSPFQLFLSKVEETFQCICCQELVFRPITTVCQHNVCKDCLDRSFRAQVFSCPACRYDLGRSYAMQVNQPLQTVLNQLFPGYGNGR
Rev-erbA mod: modulates human Rev-erb alpha binding to DNA. P20393. AID 1259318. activity, % at 10 µM. Rev-erbα–FITC-DNA binding, fluorescence polarization, 90 min. actives 0.79% (n = 370,000);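 active = activity above about 14%, limit read from the data; passing the limit was not always enough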;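 also: 0% = DMSO wells with 35 nM protein and 100% = DMSO wells with 750 nM protein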
LEDGF integ inh: blocks HIV-1 LEDGF/p75-dependent DNA integration; TR-FRET IN-LEDGF/p75 DNA integration, Eu/Cy5; inhibition, % at 3.7 µM; actives 0.64% (n = 370,000); AID 743269;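 active = inhibition above the screen-wide mean plus 3 SD, cut at about 13% in these data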;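 also: signal is the Cy5 over europium emission ratio at 671 and 618 nm; 0% = plate median of compound wells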
rCAG binder: r(CAG) repeat RNA binding. actives 1.3% (n = 370,000). TO-PRO-1 dye displacement fluorescence. inhibition, % at 3 µM. AID 651821;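 active = inhibition above the plate cutoff, the mean of all test compounds on that plate plus 3 SD, cut at about 35% in these data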;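 also: 0% = DMSO alone and 100% = 100 µM mitoxantrone as full dye displacement; higher means more dye released from RNA so lower well fluorescence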
Active calls of the source: *; · = no result given. A portion of the library; the hit share may differ from the screen's.

SMILES	PG9 Ab binder	MBD2 inh	HTRA1 inhibitor	PRMT1 FP inh	ABHD4 inh	TCR-CD3 inh	UHRF1 MBD2 ctr	Rev-erbA mod	LEDGF integ inh	rCAG binder
COC(=O)Cc1cc(OC)c(OC)cc1Cc1cc(OC)c(OC)cc1CC(=O)OC	0.3	2	8	0	5	-7	3	-2	-1	-10
C[C@@H]1CN([C@H](C)CO)S(=O)(=O)c2ccc(Br)cc2O[C@@H]1CN(C)Cc1ccc(C(=O)O)cc1	-0.7	-1	1	-4	0	6	-3	0	0	14
CCOc1ccc(N2CC(C(=O)NCCCc3ccccc3)CC2=O)cc1 (stereo unspecified)	-0.2	2	1	4	4	-5	0	1	-3	-1
CCn1cnnc1SCC(=O)NCC1COc2ccccc2O1 (stereo unspecified)	0.0	-4	3	-2	-1	9	1	1	3	1
COc1ccccc1/C=C/CN1CCCC(CCC(=O)NCc2ccccc2F)C1 (stereo unspecified)	0.5	-8	-6	-2	4	10	-1	11	4	-7
O=C(Nc1ccc(F)cc1)N[C@@H]1C[C@@H]2O[C@H](CO)CC[C@@H]2O[C@@H]1CCc1ccc(C2=CCCC2)cc1	·	3	·	2	-13	·	3	4	7	4
O=C(NC(=O)C(F)(F)F)Nc1ccc(S(=O)(=O)Nc2nccs2)cc1	-1.0	1	0	0	0	6	2	-5	1	0
COc1ccccc1/C=C(/NC(=O)c1ccc(Cl)cc1Cl)C(=O)O	-1.3	0	2	0	6	0	-1	6	-1	5
O=C(c1ccc2ccccc2c1)N1CCN(S(=O)(=O)/C=C/c2ccccc2)CC1	-1.9	6	0	1	-1	-7	-2	3	-4	3
COc1ccccc1CCNC(=O)CCNS(=O)(=O)c1ccc(NC(C)=O)cc1	0.1	1	1	-1	1	3	-2	-12	-5	1
COc1ccccc1CCC(=O)Oc1ccccc1C#N	-1.4	-1	-5	0	9	-7	2	8	-3	-5
O=C(CN1CCN(S(=O)(=O)c2ccccc2F)CC1)Nc1ccccc1C(=O)c1ccccc1	2.1	4	-65	3	-5	-5	4	3	-7	1

Fetched by structure from the list above:
SMILES	PG9 Ab binder	MBD2 inh	HTRA1 inhibitor	PRMT1 FP inh	ABHD4 inh	TCR-CD3 inh	UHRF1 MBD2 ctr	Rev-erbA mod	LEDGF integ inh	rCAG binder
COc1ccccc1CCNC(=O)CCNS(=O)(=O)c1ccc(NC(C)=O)cc1	0.1	1	1	-1	1	3	-2	-12	-5	1
O=C(NC(=O)C(F)(F)F)Nc1ccc(S(=O)(=O)Nc2nccs2)cc1	-1.0	1	0	0	0	6	2	-5	1	0
COc1ccccc1CCC(=O)Oc1ccccc1C#N	-1.4	-1	-5	0	9	-7	2	8	-3	-5

(next part)
SMILES	PG9 Ab binder	MBD2 inh	HTRA1 inhibitor	PRMT1 FP inh	ABHD4 inh	TCR-CD3 inh	UHRF1 MBD2 ctr	Rev-erbA mod	LEDGF integ inh	rCAG binder
C/C(=N\NC(=O)CN1CCN(S(=O)(=O)c2ccc(C)cc2)CC1)c1ccncc1	1.5	1	3	1	8	-3	-1	-2	-4	-3
O=C(c1ccc(Cl)s1)N1CCN(c2nc3ccccc3s2)CC1	-0.1	-8	-7	-4	-3	10	0	-3	0	-1
CCNC(=S)/N=C(/Nc1ccccc1)Nc1nc(C)cc(C)n1	0.9	-2	·	-1	-1	0	-1	-2	-2	-6
Nc1cc(=O)[nH]c(SCCNS(=O)(=O)c2ccccc2)n1	-1.0	-1	6	-1	-1	2	-2	-1	0	2
COc1ccc(CCNS(=O)(=O)c2cccc(F)c2)cc1OC	-0.5	0	-7	1	0	-7	1	-6	-1	-3
O=C(O)CCC(NC(=O)c1ccc(Cl)cc1)C(=O)O (stereo unspecified)	-0.6	1	5	-1	4	8	-1	1	-2	-1
COc1ccc(N2CCN(Cc3nc(N)nc(N4CCCc5ccccc54)n3)CC2)cc1	0.1	1	1	3	2	-9	2	·	2	-7
Cc1ccccc1OC1C(=O)N(CC2CCCO2)C1c1ccc2c(c1)OCO2 (stereo unspecified)	-2.3	-4	-4	-3	4	6	1	3	-3	-6
COc1ccccc1NC(=O)c1ccc(Br)o1	0.8	0	5	-4	-1	3	9	3	1	-4
CCN1C(=O)[C@@H]2[C@@H](c3ccc(-c4ccc(F)cc4)c(OC)c3)N3CCC[C@@]3(C(=O)OC)[C@@H]2C1=O	-1.0	-3	-1	-2	10	4	-2	-3	-2	-1
CN1CCN(C(=O)CN(C)S(=O)(=O)c2ccc3ccccc3c2)CC1	-1.3	-5	·	-1	3	10	-4	-6	4	-6
CC(=O)c1ccc(OCc2cc(C(=O)N3CCN(c4ccccc4)CC3C)no2)cc1 (stereo unspecified)	-1.9	2	-7	1	-5	-2	-2	-3	5	-1
O=C(/C=C/c1ccc(O)cc1)OCc1occc(=O)c1O[C@@H]1OC(CO)[C@@H](O)[C@H](O)[C@@H]1O (stereo partly specified)	0.8	1	-1	0	8	2	-4	-1	-1	3
CCOC(=O)c1c(NC(=O)CCCC(=O)O)sc2c1CCC2	1.0	-2	-4	-2	4	1	-2	-1	-2	7
C=CCn1c(O)c2ccc(C(=O)N=NC(=O)COc3ccc(OC)cc3)cc2c1O	-2.0	-3	0	-7	-1	4	3	0	1	3
O=C(COC(=O)CCCOc1ccccc1)NC1CCS(=O)(=O)C1 (stereo unspecified)	-1.8	-2	5	-4	1	6	-1	2	3	3
COc1ccc(CC(=O)OCC(=O)NCc2ccc(F)cc2)cc1	-0.6	6	-3	2	4	-1	-1	-8	-2	0
Oc1cccc(-c2nc3c4c(ncn3n2)-c2ccccc2CC42CCCC2)c1	0.1	-8	-76	0	-36	-3	-2	-2	1	14
CCCNC(=O)c1ccccc1NC(=O)c1ccccc1N(C)S(=O)(=O)c1ccc(C)cc1	1.6	3	-21	2	4	-2	3	-5	-2	4
Cc1ccccc1Cn1cc(NS(=O)(=O)c2cn(C)nc2C)cn1	-1.5	0	-2	-3	-2	0	-2	-8	0	1
Cc1cc(C)c(C)c(OCC(=O)O/N=C(\N)c2ccncc2)c1	3.1	-2	-13	4	-4	4	2	2	0	-10
O=C1CN(C(=O)COc2ccc(Cl)cc2Cl)c2ccccc2N1	1.4	0	-9	0	-4	5	-1	1	2	1
CCN1CNC(=S)N(c2ccccc2OC)C1	0.6	-2	5	0	-4	-4	1	-2	1	-1
Cc1onc(-c2c(Cl)cccc2Cl)c1C(=O)Nc1c(C)n(C)n(-c2ccccc2)c1=O	1.3	5	-2	0	-5	8	-2	-1	0	2
CCOC(=O)C1CCN(C(=O)c2cc3c(=O)n4cccc(C)c4nc3s2)CC1	-1.6	1	8	0	0	2	0	0	-1	-5
Cn1cc(C2=C(c3ccc(Cl)cc3Cl)C(=O)NC2=O)c2ccccc21	-2.1	-1	1	-4	-2	6	0	36*	2	4
CCN1CCCc2cc(CN(CCN3CCOCC3)C(=S)Nc3cccc(Cl)c3)ccc21	-3.5	-8	5	1	11	8	-3	-5	2	0
O=C1N/C(=C/c2cccn2-c2ccccc2)C(=O)N1Cc1ccccc1F	-0.7	-3	-6	3	-3	-2	2	4	-2	2
Cc1ccc(C(NC(N)=O)c2ccccc2C)cc1 (stereo unspecified)	0.2	-3	-5	-4	7	-5	4	1	-3	-3
CCOc1ccccc1NC(=O)CSc1nnc2ccc(-c3cccnc3)nn12	-0.7	-5	-6	-9	2	6	-3	-3	4	1
Cc1nc(NCc2ccc(S(N)(=O)=O)cc2)c2c(C)c(C)sc2n1	41*	-2	-1	-2	4	-5	4	16	-5	3
O=C1Nc2ccccc2C12NCCc1c2[nH]c2ccccc12 (stereo unspecified)	-0.9	-2	0	2	6	1	-1	1	-3	0
O=C(Cn1c(CO)nc2ccccc21)Nc1ccccc1Cl	-0.9	3	-3	-2	0	1	2	-5	-2	-1
CCOC(=O)c1cc(NC(=O)C2CCCO2)cc(C(=O)OCC)c1 (stereo unspecified)	-0.3	8	-7	12	-7	-4	7	-4	-1	-2
CCOC(=O)c1sc(NC(=O)CSc2nc(C)cc(C)c2C#N)c(C#N)c1C	-0.3	-3	7	-2	4	4	-2	24*	0	3
CCCCN(C(=O)CSc1nnc(-c2ccccc2)o1)c1c(N)n(CCC)c(=O)[nH]c1=O	-0.3	-2	0	0	-3	-2	-4	-9	2	1

Quoted from the listing:
Result of `CCOC(=O)C1CCN(C(=O)c2cc3c(=O)n4cccc(C)c4nc3s2)CC1` under UHRF1 MBD2 ctr: 0
Result of `CCOC(=O)c1cc(NC(=O)C2CCCO2)cc(C(=O)OCC)c1` (stereo unspecified) under PRMT1 FP inh: 12
Result of `O=C1Nc2ccccc2C12NCCc1c2[nH]c2ccccc12` (stereo unspecified) under PG9 Ab binder: -0.9
Result of `Cc1nc(NCc2ccc(S(N)(=O)=O)cc2)c2c(C)c(C)sc2n1` under PRMT1 FP inh: -2
Result of `Cn1cc(C2=C(c3ccc(Cl)cc3Cl)C(=O)NC2=O)c2ccccc21` under MBD2 inh: -1

Four structures from above, arranged by length of the SMILES, lowest first.
SMILES	PG9 Ab binder	MBD2 inh	HTRA1 inhibitor	PRMT1 FP inh	ABHD4 inh	TCR-CD3 inh	UHRF1 MBD2 ctr	Rev-erbA mod	LEDGF integ inh	rCAG binder
Cc1ccc(C(NC(N)=O)c2ccccc2C)cc1 (stereo unspecified)	0.2	-3	-5	-4	7	-5	4	1	-3	-3
O=C1Nc2ccccc2C12NCCc1c2[nH]c2ccccc12 (stereo unspecified)	-0.9	-2	0	2	6	1	-1	1	-3	0
Cc1nc(NCc2ccc(S(N)(=O)=O)cc2)c2c(C)c(C)sc2n1	41*	-2	-1	-2	4	-5	4	16	-5	3
CCOC(=O)c1sc(NC(=O)CSc2nc(C)cc(C)c2C#N)c(C#N)c1C	-0.3	-3	7	-2	4	4	-2	24*	0	3

(listing goes on)
SMILES	PG9 Ab binder	MBD2 inh	HTRA1 inhibitor	PRMT1 FP inh	ABHD4 inh	TCR-CD3 inh	UHRF1 MBD2 ctr	Rev-erbA mod	LEDGF integ inh	rCAG binder
CC1CCCCC12NC(=O)N(CC(=O)NC1CCCc3ccccc31)C2=O (stereo unspecified)	-1.0	3	5	4	-7	6	3	0	2	-4
O=C(NO)c1ccccc1O	-2.1	0	3	-2	1	-2	-2	-3	-1	1
NS(=O)(=O)c1cccc(NS(=O)(=O)c2ccc3ccccc3c2)c1	3.3	-5	3	1	-7	-8	-2	-2	0	9
CC(/C=C1\SC(=S)N(C(C(=O)O)C(C)C)C1=O)=C\c1ccccc1 (stereo unspecified)	0.1	-4	-29	9	-3	-2	-1	2	0	72*
CCN(CC(=O)Nc1ccccc1C(F)(F)F)C(=O)c1ccc(N2CCCC2=O)cc1	-1.4	0	2	-1	-2	5	-2	3	5	-1
Cc1ccc(C)c(N2C(=O)CC(N3CCN(Cc4ccc5c(c4)OCO5)CC3)C2=O)c1 (stereo unspecified)	-0.7	-3	7	11	7	-1	0	-6	0	-6
